High-throughput results: PubChem BioAssay, several laboratories
RPL19A TOR yeast: yeast TOR pathway RPL19A-GFP modulation | S. cerevisiae RPL19A-GFP strain, flow cytometry, 3 h; hits give low values | percent response vs DMSO, % at 10 µM | 0.3% of 330,000 active;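 active means percent response vs DMSO below 50%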;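 further: median channel GFP fluorescence of the barcoded RPL19A-GFP strain; ratio of sample median GFP to plate DMSO average so 100% = DMSO; lower means less RPL19A-GFP as with rapamycin TOR inhibition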
GRK2 aptamer HTS: blocks RNA aptamer binding to human GRK2 | P25098 | bead flow cytometry, FAM-aptamer displacement from GRK2 | inhibition of aptamer binding, % at 10 µM | 0.59% of 330,000 active | AID 488847;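 active means inhibition of aptamer binding above 40%, roughly 3 SD of noise, on plates passing a quality check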;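 further: median bead fluorescence of bound FAM aptamer so fluorescent compounds give negative values; no value below 0 was filed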
Target sequence (P25098 whole entry, looked up): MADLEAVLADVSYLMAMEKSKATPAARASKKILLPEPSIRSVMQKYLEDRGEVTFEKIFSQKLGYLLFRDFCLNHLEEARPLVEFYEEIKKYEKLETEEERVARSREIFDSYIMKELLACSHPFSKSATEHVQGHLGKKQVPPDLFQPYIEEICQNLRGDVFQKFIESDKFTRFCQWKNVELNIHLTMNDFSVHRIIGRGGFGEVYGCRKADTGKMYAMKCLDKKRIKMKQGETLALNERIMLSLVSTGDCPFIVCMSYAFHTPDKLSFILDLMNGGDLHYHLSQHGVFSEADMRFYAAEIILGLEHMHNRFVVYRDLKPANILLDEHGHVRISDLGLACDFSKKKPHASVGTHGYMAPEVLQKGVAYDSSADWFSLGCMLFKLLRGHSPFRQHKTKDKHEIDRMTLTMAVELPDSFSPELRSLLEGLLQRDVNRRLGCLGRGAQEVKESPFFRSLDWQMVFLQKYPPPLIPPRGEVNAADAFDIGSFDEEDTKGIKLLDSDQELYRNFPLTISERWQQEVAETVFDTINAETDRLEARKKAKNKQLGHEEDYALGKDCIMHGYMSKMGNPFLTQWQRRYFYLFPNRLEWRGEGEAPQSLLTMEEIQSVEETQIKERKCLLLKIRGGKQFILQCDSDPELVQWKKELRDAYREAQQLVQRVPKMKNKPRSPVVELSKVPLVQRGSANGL
AGP1-GFP MLPCN: alters AGP1-GFP fluorescence in TOR pathway yeast screen. S. cerevisiae AGP1-GFP multiplex flow cytometry, 3 h; GFP as percent of DMSO wells. GFP response vs DMSO, % at 10 µM. 0.02% of 320,000 active;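 active means GFP response relative to DMSO above a set limit, near screen average plus 3 SD, cut at about 150% in these data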;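 further: median GFP channel fluorescence of the gated AGP1 strain per well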
MEP2 TOR yeast: yeast TOR pathway MEP2-GFP modulation | S. cerevisiae MEP2-GFP strain, flow cytometry GFP, 3 h; 100% = DMSO control level | GFP response vs DMSO, % at 10 µM | 0.51% of 330,000 active;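 active means GFP response versus DMSO above a set limit, roughly screen mean plus 3 SD, cut at about 180% in these data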;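 further: median GFP fluorescence of the barcode-gated MEP2-GFP cells per well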
VLA-4 inh: inhibition in a human VLA-4 binding assay; P13612; 0.2% of 330,000 active; VLA-4 expressing cells, ligand binding flow cytometry; inhibition, % (about 7 µM as worked out from the volumes in the protocol); AID 2557; in the data active means inhibition above about 50%
LAP4-GFP MLPCN: modulators of TOR pathway LAP4-GFP in S. cerevisiae; S. cerevisiae LAP4-GFP multiplex, flow cytometry GFP, 3 h; median GFP as percent of DMSO wells; 0.34% of 320,000 active; GFP response vs DMSO, % at 10 µM;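 active means GFP response vs DMSO above a set limit, about the screen mean plus 3 SD, cut at about 150% in these data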
CIT2-GFP yeast: modulators of TOR pathway CIT2-GFP in S. cerevisiae; GFP response vs DMSO, % at 10 µM; S. cerevisiae CIT2-GFP strain, flow cytometry, 3 h; 100 means same as DMSO wells; AID 2029; 0.065% of 320,000 active;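 active means GFP response relative to DMSO above a set limit, near the screen mean plus 3 SD, cut at about 150% in these data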;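 further: ratio of well median GFP fluorescence to mean of DMSO wells on the plate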
JMJD2C inh: human JMJD2C demethylase inhibition; AID 2099; inhibition, % at 2.35 µM; GST-JMJD2C(1-420) H3K9me3 demethylation, DELFIA europium; Q9H3R0; 0.069% of 330,000 active;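 active means more than half of a compound's replicate wells show inhibition beyond 50%, single wells judged on their own value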;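 further: signal counts dimethyl H3K9 product captured on neutravidin plate; 0% = median of DMSO wells and 100% = 0.3 times that DMSO median; strong numbers were not always called active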
Target sequence (Q9H3R0 1-420 limits assumed): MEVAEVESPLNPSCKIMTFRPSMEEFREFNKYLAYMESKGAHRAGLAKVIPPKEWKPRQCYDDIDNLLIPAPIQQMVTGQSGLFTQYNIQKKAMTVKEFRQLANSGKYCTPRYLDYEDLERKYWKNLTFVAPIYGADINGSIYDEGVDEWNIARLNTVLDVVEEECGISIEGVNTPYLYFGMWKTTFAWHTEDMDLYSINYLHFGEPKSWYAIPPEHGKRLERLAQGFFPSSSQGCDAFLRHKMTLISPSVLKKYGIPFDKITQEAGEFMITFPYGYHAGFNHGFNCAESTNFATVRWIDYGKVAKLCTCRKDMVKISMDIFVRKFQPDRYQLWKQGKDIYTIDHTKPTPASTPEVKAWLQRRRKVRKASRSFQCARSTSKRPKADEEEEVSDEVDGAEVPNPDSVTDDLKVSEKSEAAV
An asterisk follows results filed as active; i = inactive; . = not tested or not shown; & = joins results of further samples.

#1 COc1ccc(Cl)cc1NC(=O)c1cnc2sccn2c1=O
#2 COc1ccc(/C=C/C(=O)OCC(=O)N2CCCC2)c(OC)c1
#3 CCOC(=O)N1CCN(c2c(N3CCN(C(=O)OCC)CC3)c(=O)c2=O)CC1
#4 O=C(Nc1ccccc1C(=O)NCc1cccnc1)c1cccc([N+](=O)[O-])c1
#5 COc1cccc(CNC(=O)c2ccc(N3CCOCC3)c([N+](=O)[O-])c2)c1
#6 COc1ccc(CNC(=O)C(=O)NCC2OCCN2S(=O)(=O)c2ccc(OC)c(OC)c2)cc1 (centres undefined)
#7 CC(=O)Oc1cc2c(cc1Cl)C(c1cccs1)CC1(CC(C)(C)NC(=S)N1)O2 (centres undefined)
#8 CC1(C(=O)N2CC3(CC(c4cccc([N+](=O)[O-])c4)=NO3)C[C@H]2C(=O)NCC(N)=O)CC1 (some centres undefined)
#9 CCn1c(SCC(=O)N2CCN(c3ccccc3)CC2)nc2c([nH]c3ccccc32)c1=O
#10 c1ccc(CNCc2ccco2)cc1

assay / compound	1	2	3	4	5	6	7	8	9	10
LAP4-GFP MLPCN	101	101	101	93	97	93	95	104	92	88
GRK2 aptamer HTS	0	0	1	0	1	0	0	2	1	5
JMJD2C inh	-1	7	7	2	2	29	-8	1	1	-3
VLA-4 inh	32	3	-14	16	9	1	2	-17	0	10
RPL19A TOR yeast	98	102	97	110	97	102	112	97	97	108
CIT2-GFP yeast	80	100	100	107	99	103	107	91	98	109
AGP1-GFP MLPCN	100	106	103	103	96	95	105	86	100	105
MEP2 TOR yeast	90	103	95	106	94	103	104	89	93	106

#11 Cc1ccc(C(=O)NCCc2n[nH]c(=S)n2C)cc1
#12 CC(/C=C1\SC(=Nc2cccnc2)NC1=O)=C\c1ccccc1
#13 O=C(Nc1cccc(C(=O)O)c1)/C(=C\C=C\c1ccccc1)NC(=O)c1ccccc1
#14 O=C(CN1C(=O)NC2(CCCCCC2)C1=O)N1CCN(S(=O)(=O)c2ccccc2)CC1
#15 COc1ccc(C(=O)C2CCN(CC(=O)Nc3ccc(C)cc3)CC2)cc1
#16 C=CCN1C(=O)C(Cc2ccccc2)SC1=Nc1ccc(C(=O)O)cc1 (centres undefined)
#17 CCCCN(C(=O)c1cnc(C)cn1)c1c(N)n(CCC)c(=O)[nH]c1=O
#18 CC(C)NS(=O)(=O)c1ccc(OCC(=O)NCC2CCCO2)c(Cl)c1 (centres undefined)
#19 CCOC(=O)c1c(NC(=O)CN2CCC(C)CC2)sc(C)c1C
#20 C=CCNC(=S)N(Cc1ccccc1)Cc1ccccc1

assay / compound	11	12	13	14	15	16	17	18	19	20
LAP4-GFP MLPCN	97	106	100	98	93	104	96	106	100	87
GRK2 aptamer HTS	0	1	0	0	0	0	0	4	0	0
JMJD2C inh	4	4	-8	-2	17	-1	3	24	-4	3
VLA-4 inh	-1	3	8	1	3	9	-5	-2	12	3
RPL19A TOR yeast	103	99	98	98	101	102	98	99	105	107
CIT2-GFP yeast	104	101	107	101	113	86	98	105	103	112
AGP1-GFP MLPCN	99	103	100	100	101	92	104	101	96	108
MEP2 TOR yeast	101	97	97	95	96	101	100	103	103	100

#21 O=C(CCCSc1nnc(Nc2ccccc2F)s1)N1CCOCC1
#22 NC1=NN=C(N2N=C(c3ccco3)CC2(O)C(F)(F)F)n2ncnc2C1 (centres undefined)
#23 OCC1(CCOc2ccccc2)CCN(Cc2ccccc2C(F)(F)F)CC1
#24 Cn1c(CNS(=O)(=O)c2cccc(Cl)c2)cc(=O)n(C)c1=O
#25 CNC(=S)N/N=C/c1ccc(-c2ccc(Cl)c([N+](=O)[O-])c2)o1
#26 Cc1ccc(Cn2nc(C)c(NC(=O)c3cc(-c4ccco4)on3)c2C)cc1
#27 O=C(CN1CCN(Cc2ccccc2)CC1)NC(=O)NC1CCCCC1
#28 Cc1ccc(C(=O)CSc2nc3ccccc3c(=O)n2-c2ccccc2)s1
#29 c1ccc(-c2cc3ccccc3cn2)cc1
#30 CC(C)(C)c1ccc(C(=O)N/C(=C/c2cccs2)C(=O)NCc2ccco2)cc1

assay / compound	21	22	23	24	25	26	27	28	29	30
LAP4-GFP MLPCN	105	101	88	99	101	102	104	95	107	99
GRK2 aptamer HTS	2	0	0	4	0	1	0	13	0	0
JMJD2C inh	-10	-4	-3	9	7	-34	-1	-10	4	2
VLA-4 inh	7	6	8	8	-3	4	-25	-15	2	6
RPL19A TOR yeast	100	102	101	101	98	101	110	101	106	102
CIT2-GFP yeast	101	108	106	113	102	93	99	103	103	99
AGP1-GFP MLPCN	107	113	98	106	108	96	109	101	107	101
MEP2 TOR yeast	105	105	103	107	103	106	112	98	101	102

#31 CCN(Cc1ccccc1)C(=O)CSc1n[nH]c(N)n1
#32 COCCN(C(=O)CNC(=O)c1ccco1)C(C(=O)NC1CCCC1)c1ccc(OC)cc1 (centres undefined)
#33 CCOc1ccc(NS(=O)(=O)c2ccc(C(=O)N(C)CC(=O)Nc3ccc(C)cc3)cc2)cc1
#34 Cc1ccc(C)c(OCCCN2CCNCC2)c1
#35 COc1ccc(-c2nnc(SCCC(=O)O)n2C)cc1OC
#36 CCOC(=O)CNC(=S)SC
#37 CN(CC(=O)Nc1ccccc1C(F)(F)F)C(=O)CCc1nc2sc3c(c2c(=O)[nH]1)CCCC3
#38 CC1=CC(C)(C)N2C(=O)C3(N=C(N)NC(Nc4ccccc4)=N3)c3cc(C)cc1c32 (centres undefined)
#39 COc1cccc(-c2nnc(SCCC(=O)O)n2C)c1
#40 CCOc1ccc(/C=N/NC(=O)C(OC)c2ccccc2)cc1 (centres undefined)

assay / compound	31	32	33	34	35	36	37	38	39	40
LAP4-GFP MLPCN	104	95	106	102	102	103	78	101	97	96
GRK2 aptamer HTS	0	0	0	3	1	0	0	0	0	0
JMJD2C inh	12	i	0	-13	-11	-3	3	3	9	1
VLA-4 inh	6	-7	-7	-2	-2	23	-2	15	-5	-1
RPL19A TOR yeast	94	103	100	103	101	98	106	100	107	94
CIT2-GFP yeast	106	112	99	102	98	95	107	100	.	98
AGP1-GFP MLPCN	93	101	109	103	102	100	100	106	105	95
MEP2 TOR yeast	96	98	106	104	108	92	93	99	96	104

#41 CSc1nc(-c2ccccc2)nc(N2CCN(C)CC2)c1C(C)=O
#42 CC(C)NC(=O)C1CCN(C(=O)C(C(=O)c2ccccc2)n2cc(Cl)ccc2=O)CC1 (centres undefined)
#43 CCOc1c(C)cc(-c2ncccc2O)cc1C
#44 CCOc1ccc(Cl)cc1S(=O)(=O)N1CCC(C(=O)NCC2CCCO2)CC1 (centres undefined)
#45 C=CCN(CC=C)S(=O)(=O)c1ccc(C(=O)Nc2nnc(CSC)o2)cc1
#46 O=CNCCCc1nc2ccccc2n1Cc1cccc2ccccc12
#47 COc1ccccc1C(CNC(=O)c1ccc(NS(=O)(=O)c2ccc(F)c(C)c2)cc1)N1CCCC1 (centres undefined)
#48 Oc1ccccc1Nc1ncnc2c1oc1ccccc12
#49 O=C(COC(=O)COc1ccc(Cl)cc1Cl)NC1CC1
#50 Cc1ccc(C(=O)c2c[nH]cc2-c2ccccc2)cc1

assay / compound	41	42	43	44	45	46	47	48	49	50
LAP4-GFP MLPCN	95	100	104&138	113	94	101	101	108	101	99
GRK2 aptamer HTS	0	5	2&2	3	0	0	0	1	0	0
JMJD2C inh	3	4	18&18	3	7	0	-2	-4	0	1
VLA-4 inh	11	4	7&17	-2	11	-5	9	4	17	20
RPL19A TOR yeast	99	94	101&109	97	106	101	96	95	101	103
CIT2-GFP yeast	98	90	99&108	112	107	100	101	107	102	98
AGP1-GFP MLPCN	100	92	109&100	106	105	108	101	.	109	91
MEP2 TOR yeast	95	97	98&98	107	102	102	99	110	102	98

Filtered by structure, those above containing a CF3 group.
#22 NC1=NN=C(N2N=C(c3ccco3)CC2(O)C(F)(F)F)n2ncnc2C1 (centres undefined)
#23 OCC1(CCOc2ccccc2)CCN(Cc2ccccc2C(F)(F)F)CC1
#37 CN(CC(=O)Nc1ccccc1C(F)(F)F)C(=O)CCc1nc2sc3c(c2c(=O)[nH]1)CCCC3

assay / compound	22	23	37
LAP4-GFP MLPCN	101	88	78
GRK2 aptamer HTS	0	0	0
JMJD2C inh	-4	-3	3
VLA-4 inh	6	8	-2
RPL19A TOR yeast	102	101	106
CIT2-GFP yeast	108	106	107
AGP1-GFP MLPCN	113	98	100
MEP2 TOR yeast	105	103	93

Later entries:
#51 Cn1c(=O)n(C)c2cc(NC(=O)c3cc4ccccc4o3)ccc21
#52 Cc1ccc(OCC(=O)Nc2ccc(-c3nnc(-c4ccco4)o3)cc2)cc1
#53 Cc1cc(NC(=O)c2cc(-c3ccccn3)nc3ccc(Br)cc23)no1
#54 Cc1oc(-c2cccs2)nc1CN1CCN(CC(C)C)C(CCO)C1 (centres undefined)
#55 NC(=O)CN1C(=O)C(O)(CC(=O)/C=C\C=C\c2ccccc2)c2ccccc21 (centres undefined)
#56 CCOC(=O)c1ccccc1NC(=O)CN1CCC(n2nnc3cc(C(F)(F)F)ccc32)CC1
#57 COc1ccc(/C=N/NC(=O)c2cccc(NC(=O)c3ccccc3)c2)c(C(=O)O)c1OC
#58 CCC(=O)Nc1nnc(SCC(=O)NC2CCCC2)s1
#59 O=C(Nc1ccccc1)c1ccc(OC(=O)c2ccccc2)cc1
#60 O=C(Cc1ccccc1)Nc1ccnn1C1CCN(Cc2nccs2)CC1

assay / compound	51	52	53	54	55	56	57	58	59	60
LAP4-GFP MLPCN	101	98	92	91	106	105	100	87	91	86
GRK2 aptamer HTS	1	0	0	0	4	0	1	1	0	0
JMJD2C inh	3	-13	-24	-1	13	-1	19	-3	-7	1
VLA-4 inh	-4	-4	15	6	-4	10	4	7	3	12
RPL19A TOR yeast	92	98	98	108	103	101	105	97	97	101
CIT2-GFP yeast	.	102	97	103	110	103	94	93	100	102
AGP1-GFP MLPCN	83	96	99	105	106	105	100	92	95	102
MEP2 TOR yeast	91	102	95	106	108	98	105	98	103	103

An excerpt from above in order of molar mass, largest number first:
#60 O=C(Cc1ccccc1)Nc1ccnn1C1CCN(Cc2nccs2)CC1
#55 NC(=O)CN1C(=O)C(O)(CC(=O)/C=C\C=C\c2ccccc2)c2ccccc21 (centres undefined)
#54 Cc1oc(-c2cccs2)nc1CN1CCN(CC(C)C)C(CCO)C1 (centres undefined)
#58 CCC(=O)Nc1nnc(SCC(=O)NC2CCCC2)s1

assay / compound	60	55	54	58
LAP4-GFP MLPCN	86	106	91	87
GRK2 aptamer HTS	0	4	0	1
JMJD2C inh	1	13	-1	-3
VLA-4 inh	12	-4	6	7
RPL19A TOR yeast	101	103	108	97
CIT2-GFP yeast	102	110	103	93
AGP1-GFP MLPCN	102	106	105	92
MEP2 TOR yeast	103	108	106	98

The list goes on.
#61 Cc1ccc(CNC(=O)CS(=O)(=O)c2ccccc2)cc1
#62 Cn1cnnc1SCC(=O)Nc1ccc2nc(SCc3ccccc3F)sc2c1
#63 CCC(C)CN1CCC(CO)(Cc2ccccc2Cl)CC1 (centres undefined)
#64 CC1CCCCC1NC(=O)c1c(O)nc2ccccn2c1=O (centres undefined)
#65 O=S1(=O)N=C(N2CCOCC2)c2ccccc21
#66 Cc1ccc(N2CC(C(=O)N3CCC4(CC3)CC(=O)c3ccccc3O4)CC2=O)cc1 (centres undefined)
#67 Cc1c(C(=O)O)sc2nc(SCC(=O)Nc3ccc(S(=O)(=O)NC(C)(C)C)cc3)[nH]c(=O)c12
#68 O=C1c2ccccc2C(=O)N1CCc1nc2ccccc2c(=O)n1-c1ccccn1

assay / compound	61	62	63	64	65	66	67	68
LAP4-GFP MLPCN	108	92	107	80	101	109	87	93
GRK2 aptamer HTS	1	0	1	0	1	0	2	0
JMJD2C inh	-2	5	13	-9	-13	-2	-2	-1
VLA-4 inh	7	6	-2	3	-4	-7	-6	3
RPL19A TOR yeast	101	99	103	91	101	92	87	100
CIT2-GFP yeast	102	103	101	72	107	95	.	92
AGP1-GFP MLPCN	106	94	104	85	101	100	87	99
MEP2 TOR yeast	105	101	108	85	105	92	93	93
